Tb MetRS inh – blocks T. brucei methionyl-tRNA synthetase activity. inhibition, % at 11.9 µM. purified T. brucei MetRS, ATP depletion, Kinase-Glo luminescence. 0.4% of 360,000 active. AID 624268;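 active = inhibition above a per-plate cutoff of the control wells' mean inhibition plus 3 SD, cut at about 5.5% in these data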;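 note: 0% = DMSO wells median and 100% = median of wells with control inhibitor compound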
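Material: parasite MetRS enzyme / Replication: singlicate, one well per compound / Signal: luminescence of leftover ATP / Schedule: 2 h aminoacylation at 25 °C after 15 min preincubation / Medium: HEPES-MgCl2-KCl buffer plus DTT, spermine, BSA, pyrophosphatase / Doses: 11.9 µM single point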
Scp-1 inhibitor – inhibitors of human Scp-1 phosphatase | 0.88% of 340,000 active | AID 493091 | Recombinant Scp1, phosphopeptide, malachite green phosphate absorbance | Q9GZU7 | inhibition, % at 20 µM;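 active = inhibition above about 50% at 20 µM, limit read from the data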;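 note: plate controls were DMSO wells with enzyme for no effect and wells lacking enzyme for full effect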
Target sequence (Q9GZU7 76-261 limits assumed): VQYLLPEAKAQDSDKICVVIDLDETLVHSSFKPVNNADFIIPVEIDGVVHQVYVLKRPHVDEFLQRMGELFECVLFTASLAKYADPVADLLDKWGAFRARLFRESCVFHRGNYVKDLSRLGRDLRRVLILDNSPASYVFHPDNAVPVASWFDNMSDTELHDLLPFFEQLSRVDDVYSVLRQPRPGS
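Incubation: 45 min enzyme reaction at room temperature / System: truncated SCP-1 phosphatase (76-261aa) / Reagent: Phospho 17-mer peptide substrate / Buffer or medium: Acidic Tris acetate buffer with magnesium and detergent / Signal: absorbance at 630 nm / Doses: one concentration, 20 µM, with 1.0% DMSO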
MsrA inhibitor – bovine MsrA inhibition; 0.75% of 360,000 active; inhibition, % at 15.5 µM; purified bovine MsrA, absorbance read-out; in the data active = inhibition above about 4.5%;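 note: 0% = vehicle wells with enzyme and 100% = reference inhibitor wells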
Rpn11 block – Rpn11 (human) deubiquitinase inhibition; O00487; human 26S proteasome, Ub4-pepOG fluorescence polarization; 20S core pre-blocked with epoxomicin; calls only at 20 µM; 0.59% of 360,000 active;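 active = inhibition at 20 µM, scaled to each plate's controls, above about 33%, limit read from the data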
CSN inh – CSN deneddylation inhibition; Q92905; AID 651999; inhibition, % at 12.5 µM; Purified CSN, SCF-Nedd8-OG deneddylation, fluorescence polarization; 0.38% of 360,000 active;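 active = pattern-corrected inhibition above about 35%, with an unprinted fluorescence ratio check between 0.5 and 1.5, limit read from the data, passing the limit was not always enough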;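 note: 0% = enzyme with substrate and 100% = substrate without enzyme; some results filed as inactive read as strong as hits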
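Assay system: Purified human Csn5 enzyme expressed in HEK293T cells | Amount: Enzyme 0.24 nM | Measured by: Fluorescence polarization readout | Medium: Tris/NaCl/DTT buffer, pH 7.5 | Compound dosing: One concentration, 12.5 µM, 0.25% DMSO | Times: 90 min incubation of compound, enzyme and substrate at room temperature | Control set: no-enzyme wells high, enzyme-with-substrate wells low | Read-out: % inhibition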
NadD inh – blocks S. aureus nicotinate mononucleotide adenylyltransferase. 0.78% of 360,000 active. purified NadD enzyme, colorimetric absorbance read-out. inhibition, % at 20 µM; in the data active = inhibition above about 26%; note: some compounds past the cut are filed as inactive
LMPTP inh – blocks human LMPTP phosphatase. inhibition, % at 20 µM. recombinant LMPTP-A, OMFP fluorogenic substrate, fluorescence intensity. 0.22% of 360,000 active;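 active = compounds that cut the enzyme signal by at least half of the control window in the single-dose screen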;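 note: plate controls were DMSO wells with enzyme plus substrate for no effect and substrate without enzyme for full effect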
Target sequence (P24666 whole entry, looked up): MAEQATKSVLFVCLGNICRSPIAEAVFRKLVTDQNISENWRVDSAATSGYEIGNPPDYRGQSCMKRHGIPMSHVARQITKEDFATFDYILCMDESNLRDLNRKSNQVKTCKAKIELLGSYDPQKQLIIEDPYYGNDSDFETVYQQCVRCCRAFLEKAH
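Assay system: LMPTP-A, protein tyrosine phosphatase of low molecular weight / Medium: pH 6.0 Bis-Tris buffer with DTT and Triton X-100 / Schedule: 50 min enzyme reaction at room temperature, protected from light / Measured by: endpoint fluorescence intensity from OMFP dephosphorylation / Read-out basis: % inhibition relative to no-enzyme and uninhibited control wells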
STEP block – STEP (human) phosphatase inhibition | P54829 | recombinant STEP, OMFP fluorogenic substrate, fluorescence | inhibition, % at 20 µM | 0.25% of 360,000 active;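 active = inhibition at 20 µM, scaled per plate between control wells, above about 37%, limit read from the data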;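 note: 0% = DMSO with enzyme and substrate and 100% = substrate only without enzyme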
Target sequence (P54829 whole entry, looked up): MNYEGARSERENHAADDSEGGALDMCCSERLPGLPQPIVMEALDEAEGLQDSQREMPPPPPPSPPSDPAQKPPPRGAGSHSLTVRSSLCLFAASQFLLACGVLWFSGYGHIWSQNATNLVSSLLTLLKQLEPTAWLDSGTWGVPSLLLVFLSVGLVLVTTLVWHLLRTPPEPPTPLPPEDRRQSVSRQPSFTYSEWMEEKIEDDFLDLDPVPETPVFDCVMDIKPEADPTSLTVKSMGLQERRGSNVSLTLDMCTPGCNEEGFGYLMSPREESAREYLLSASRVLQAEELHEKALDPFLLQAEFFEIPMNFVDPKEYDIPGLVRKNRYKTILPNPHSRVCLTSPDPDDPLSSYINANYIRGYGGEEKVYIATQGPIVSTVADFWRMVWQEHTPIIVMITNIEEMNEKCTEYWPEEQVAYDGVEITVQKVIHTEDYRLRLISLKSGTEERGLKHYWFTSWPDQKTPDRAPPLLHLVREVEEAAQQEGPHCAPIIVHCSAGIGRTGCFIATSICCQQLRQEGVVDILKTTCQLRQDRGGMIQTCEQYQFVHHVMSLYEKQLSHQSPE
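Material: STEP (striatal-enriched tyrosine phosphatase) enzyme, cell-free | Medium: 50 mM Bis-Tris pH 6.0 with 2.5 mM DTT and 0.005% Tween 20 | Read-out: Percent inhibition scaled to no-enzyme and uninhibited-enzyme controls, plate-pattern corrected | Signal: Fluorescence read at 480 nm ex / 540 nm em | Times: 20 min reaction, room temperature, in the dark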
SUMO1-SIM PPI – modulators of human SUMO1-mediated protein-protein interactions. P63165. SUMO1 binding to a labelled peptide, TR-FRET, 1 h. inhibition, % at 20 µM. 0.33% of 360,000 active. AID 602429; in the data active = inhibition above about 37%
Target sequence (P63165 whole entry, looked up): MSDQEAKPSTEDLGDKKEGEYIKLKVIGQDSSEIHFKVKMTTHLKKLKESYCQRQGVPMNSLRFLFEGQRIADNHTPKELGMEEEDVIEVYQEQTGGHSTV
DNMT1 inh – inhibitors of human DNMT1; P26358; DNMT1 molecular beacon, Hinp1I cleavage, fluorescence; inhibition (reported as % activation of signal), % at 10 µM; 0.83% of 360,000 active; AID 588458; in the data active = inhibition above about 50%
* hit, by the source's call; i = inactive; · = no result given.

SMILES | LMPTP inh | Scp-1 inhibitor | Rpn11 block | SUMO1-SIM PPI | DNMT1 inh | CSN inh | NadD inh | MsrA inhibitor | STEP block | Tb MetRS inh
Cc1nc(N)c(C#N)c(-c2ccccc2)c1C | 0.2 | -2 | i | 0 | 0 | 0 | -2 | -0.4 | -3 | -1.4
COc1cc(/C=N/N2CCN(c3ccccc3OC)CC2)ccc1O | -0.8 | -3 | i | -5 | -3 | -3 | 3 | 2.0 | -13 | -1.2
CCCCCCCNc1cccc(C)c1 | -0.1 | -9 | i | -3 | -1 | 2 | -1 | -0.7 | -2 | -0.1
NC(=O)c1cc(S(=O)(=O)N2CCCCC2)cs1 | -2.3 | -2 | i | -1 | -1 | -3 | 0 | -0.2 | 1 | 0.4
Cc1cccc(N(C)c2cc(-c3ccc(F)cc3)nc3ccnn23)c1 | 0.6 | · | i | 0 | 11 | 5 | -1 | -0.8 | -3 | -0.1
COc1ccccc1C/C(N)=N/OC(=O)COc1ccc(C)cc1 | 1.6 | -5 | i | -3 | -1 | 2 | -10 | 0.1 | -3 | -1.0
Cn1nccc1C(=O)OCC(=O)Nc1ccc(S(N)(=O)=O)cc1 | -1.1 | 1 | i | 6 | -2 | 3 | 0 | -1.4 | -3 | -0.4
O=C(O)CC(NC(=O)C1CCCCC1)c1ccc(OC2CCCC2)cc1 (stereo not drawn) | -1.2 | -3 | i | -1 | 1 | -19 | 10 | -0.8 | 0 | -0.6
CCN1CCN(C(=S)Nc2ccc3nc4n(c(=O)c3c2)CCCCC4)CC1 | -2.0 | -10 | i | 1 | 4 | 31 | -1 | -0.5 | 1 | -1.1
O=C(NC1CC1)c1cccc(NC(=O)c2cnn(-c3ccccc3)n2)c1 | 0.0 | -6 | i | -1 | 5 | 4 | 2 | 0.9 | -2 | -0.6
COc1ccc(S(=O)(=O)Nc2ccc(-n3cnnn3)cc2)cc1Br | 2.5 | -7 | i | 2 | 1 | -1 | -6 | 0.1 | -3 | -0.4
CC(C)(C)SCCNC(=O)c1ccccc1 | 1.6 | 5 | i | 0 | 2 | -3 | 0 | -0.1 | -2 | 0.9
CCOC(=O)c1csc(NC(=O)CC2CCCC2)n1 | -1.4 | -3 | i | 4 | 44 | -2 | 0 | -0.3 | 3 | -0.4
N/C(=N\OC(=O)c1cc(-c2ccccc2)nc2ccccc12)c1ccc(Cl)cc1 | -0.6 | -1 | i | 0 | 7 | 0 | 4 | -0.4 | 3 | -0.5
Cc1cccnc1NC(=O)c1ccccc1NC(=O)C(C)(C)C | -0.2 | 0 | i | 4 | 0 | 6 | 8 | 0.3 | -7 | -0.5
Cc1cc(C)cc(NC(N)=S)c1 | -2.0 | -3 | i | 3 | 3 | -9 | -7 | 0.0 | -4 | -0.9
CC(C)N(Cc1cnn(C)c1)Cc1nc(-c2ccc(Cl)cc2)no1 | -0.5 | -5 | i | 1 | -3 | -6 | -8 | 0.2 | -6 | -0.1
COc1ccc(Nc2ccc3c(c2)=NC2(CCCCC2)[N+]=3[O-])cc1 | 6.8 | -9 | i | -20 | -15 | 7 | -3 | 15* | 7 | -0.6
COc1ccc(OCC(=O)NCCS(=O)(=O)N2CCN(c3ccc(F)cc3)CC2)cc1 | -0.1 | 10 | i | 3 | 0 | 0 | -3 | 0.3 | 1 | -1.3
O=C(c1cccc(N2C(=O)c3ccccc3C2=O)c1)N1CCCCCC1 | -0.1 | -3 | i | -6 | 7 | -2 | -1 | 1.1 | 1 | -0.8

Remaining list, next part:
SMILES | LMPTP inh | Scp-1 inhibitor | Rpn11 block | SUMO1-SIM PPI | DNMT1 inh | CSN inh | NadD inh | MsrA inhibitor | STEP block | Tb MetRS inh
COc1ccc(CNC(=O)CN(c2ccc(C(C)=O)cc2)S(=O)(=O)c2ccc(C)cc2)cc1OC | -0.8 | 7 | i | -3 | 11 | -2 | -3 | -0.9 | -2 | 0.3
CCCC1(C(=O)OCC)NC(c2cc(OC)c(OC)c(OC)c2)C2C(=O)N(CC)C(=O)C21 (stereo not drawn) | 0.4 | -4 | i | -2 | -2 | -1 | -5 | -0.2 | -1 | -0.9
O=c1[nH]c(/C=C/c2ccc(Br)cc2)nc2ccccc12 | 3.5 | 5 | i | 4 | 2 | 0 | -2 | -1.0 | -2 | -0.5
OC[C@@H]1CN(Cc2ccc(F)cc2)C[C@H](n2cnc3c(Nc4ccccc4)ncnc32)O1 | -0.7 | · | i | 3 | -4 | 2 | -4 | -0.1 | -2 | -0.2
CC(C(=O)Nc1ccccc1Br)c1ccc([N+](=O)[O-])cc1 (stereo not drawn) | -0.6 | -3 | i | -12 | -1 | 4 | -1 | -0.1 | -1 | -0.8
CCN(CC)S(=O)(=O)c1ccc(N/N=C/c2ccc(O)cc2)nc1 | 1.2 | -2 | i | 3 | -2 | -9 | -2 | 5.7* | -1 | 0.2
CC(C)(C)C(=O)Nc1ccc(-c2cn3ccsc3n2)cc1 | 0.2 | 6 | i | 0 | 1 | -4 | 2 | -1.9 | -5 | -0.8
CCN(CCN(C)C)C(=O)C1CCN(S(=O)(=O)c2c(C)noc2/C=C/c2ccccc2F)CC1 | -0.2 | -2 | i | -52 | 0 | -1 | -3 | 2.7 | 0 | -0.1
COc1ccc(CCC(C)NCc2ccc(F)cc2)cc1 (stereo not drawn) | -2.1 | 1 | i | 5 | 4 | -3 | -8 | 0.4 | -1 | -0.1
CCc1ccc2[nH]c(C(=O)Nc3ccc4c(c3)OCO4)cc2c1 | 3.9 | -8 | i | -2 | -22 | -4 | -8 | 0.0 | 3 | -0.8
CN(CC(=O)Nc1ccccn1)S(=O)(=O)c1ccc(Cl)cc1 | -1.3 | -4 | i | 1 | -3 | 2 | -1 | 0.1 | -3 | -0.1
CCCS(=O)(=O)N1CCN(CC2CC=CCC2)CC1 (stereo not drawn) | -0.5 | -8 | i | 2 | 2 | 4 | -5 | -0.6 | 2 | -1.3
O=C(Nc1ccon1)c1cccc(S(=O)(=O)N2CCCCCC2)c1 | -1.7 | -5 | i | 3 | -1 | 2 | 5 | -0.2 | 2 | 0.4
COc1ccc(S(=O)(=O)N2CCCCC2)cc1NC(=O)c1ccc2c(c1)OCO2 | -1.3 | -9 | i | 1 | 4 | -6 | -7 | -0.8 | -4 | 0.2
O=c1[nH]c(=O)n(Cc2ccco2)c2c1C(C(F)(F)F)(C(F)(F)F)N=C(C1CCCCC1)N2 | -2.0 | -4 | i | 4 | 9 | 3 | 2 | -0.4 | 0 | -0.1
CCCn1c(SCc2cc(=O)[nH]c3ccccc23)nc2c1c(=O)n(C)c(=O)n2C | 2.5 | -4 | i | 4 | 3 | 0 | -1 | -0.5 | -3 | -0.9
O=C(Nc1ccc2c(c1)OCO2)N1CCN(c2ccccc2)CC1 | -0.2 | -6 | i | -2 | -12 | -2 | 2 | 1.7 | 3 | 0.1
O=C(CCNC(=O)c1ccc(Br)cc1)NCCCN1CCCC1=O | -1.0 | -10 | i | 0 | 8 | -1 | -7 | 1.0 | 3 | 0.0
COc1ccccc1CNC(=O)c1cc(=O)c2ccccc2o1 | -0.4 | -7 | i | -12 | 4 | -5 | -1 | 3.0 | 0 | -0.9
C[C@]12CCC(=O)CC1CCC1C2CC[C@@]2(C)C1CC[C@@]21CCO1 (stereo partly drawn) | 0.3 | -9 | i | -6 | 3 | 4 | 1 | 0.2 | 1 | -0.3

Going on with the list.
SMILES | LMPTP inh | Scp-1 inhibitor | Rpn11 block | SUMO1-SIM PPI | DNMT1 inh | CSN inh | NadD inh | MsrA inhibitor | STEP block | Tb MetRS inh
Cc1cc(C)c(C(=O)NCCCN2CCOCC2)c(C)c1 | -1.8 | -5 | i | -4 | -1 | 2 | 1 | 0.8 | -1 | 0.0
COc1cc(C(C)n2nnc3ccccc32)ccc1O (stereo not drawn) | -0.5 | · | i | 2 | -2 | 0 | -4 | -0.3 | 0 | 0.1
O=C(NCCN1CCOCC1)/C(=C\c1ccccc1F)NC(=O)c1ccccc1 | -0.8 | 1 | i | 0 | 4 | 1 | -7 | -0.2 | 2 | 0.2
CC(=O)N1c2ccc(S(=O)(=O)NCCC(=O)Nc3ncccc3C)cc2CC1C (stereo not drawn) | -2.5 | 1 | i | 5 | 4 | 1 | 1 | 0.1 | -4 | -0.2
COCCn1nnnc1CN1CCN(C(=O)c2ccco2)CC1 | -1.5 | -5 | i | 7 | 2 | -4 | -3 | -1.4 | 0 | 0.0
CCN1CCN(c2nc(Nc3ccc(NC(C)=O)cc3)nc(Nc3ccc(NC(C)=O)cc3)n2)CC1 | 0.5 | -9 | i | 5 | 2 | 0 | -3 | -0.3 | -1 | -0.2
Cc1n[nH]c(=O)nc1NCc1ccccc1 | -3.0 | -7 | i | 0 | 1 | -3 | -5 | -1.7 | -6 | -0.8
CCCC(=O)Nc1cc(-c2nn(C)c(=O)c3ccccc23)ccc1OC | -2.2 | 2 | i | 0 | 14 | -1 | 2 | -0.5 | 4 | -1.4
CCC(C)(C)NC(=O)C(c1ccc(C)cc1)N(Cc1cccs1)C(=O)c1ccc2c(c1)OCCO2 (stereo not drawn) | -0.6 | 10 | i | 1 | 10 | 1 | 0 | -1.6 | 0 | -0.5
O=S(=O)(c1ccc(Cl)c(C(F)(F)F)c1)N1CCN(CC(O)COc2ccccc2F)CC1 (stereo not drawn) | 1.2 | 3 | i | 1 | 7 | 1 | -4 | 1.0 | 1 | -0.6
COc1ccc(Cn2nnnc2C(c2ccc(N(C)C)cc2)N2CCC(C(N)=O)CC2)cc1 (stereo not drawn) | -0.1 | 1 | i | 2 | -2 | 2 | -5 | 1.8 | 0 | -0.7
COc1ccc(NS(=O)(=O)c2ccc(C)c(C(=O)NC3CCN(Cc4ccccc4)CC3)c2)cc1 | -1.2 | 4 | i | -5 | 0 | -1 | -5 | -1.4 | -1 | -0.5
O=[N+]([O-])c1ccc(Sc2cc[n+]([O-])c3ccccc23)c([N+](=O)[O-])c1 | 1.4 | 4 | i | -19 | 8 | 95 | -2 | 1.2 | 0 | -0.5
NC(=S)Nc1ccc2cn[nH]c2c1 | 0.3 | -2 | i | -1 | -5 | 4 | 0 | 0.9 | 0 | -0.2
Cc1ccc(C)c(OCc2cc(C(=O)N3CCN(C(=O)c4ccco4)CC3)no2)c1 | 0.7 | -5 | i | 1 | -4 | -2 | 5 | 1.5 | 5 | -0.5

High-throughput results deposited in PubChem BioAssay by several laboratories.
